All columns: NCI-60 one-dose screen, growth in % after 48 h at 10 µM unless noted; 100 = growth as untreated, 0 = no growth, -100 = all killed.
SF-539 = SF-539 CNS cancer; AID 1794752; 81,000 tested, 6.8% active
HCC-2998 = HCC-2998 colon cancer; 79,000 tested, 4.7% active
HCT-116 = HCT-116 colon cancer; 82,000 tested, 7.3% active; AID 1794798
SNB-75 = SNB-75 CNS cancer; 79,000 tested, 5% active; AID 1794750
SW-620 = SW-620 colon cancer; 82,000 tested, 5.2% active
HCT-15 = HCT-15 colon cancer; 82,000 tested, 5.2% active; AID 1794746
SNB-19 = SNB-19 CNS cancer cells. 81,000 tested, 2.5% active. AID 1794751
SF-295 = SF-295 CNS cancer cells. 79,000 tested, 5.6% active. AID 1794758
KM12 = KM12 colon cancer cells | AID 1794800 | 82,000 tested, 5% active
Starred values were filed as active, the others as inactive; . = not tested or not shown; & = joins results of further samples. Rule for the calls: active = growth percent below 10; inactive = the rest. The order is random; any-hit rate near 11%.

Labels used below: A = SF-539; B = HCC-2998; C = HCT-116; D = SNB-75; E = SW-620; F = HCT-15; G = SNB-19; H = SF-295; I = KM12
> N#Cc1c(-c2ccccc2F)cc(-c2ccncc2)[nH]c1=O
  A: 99	B: 103	C: 106	D: 86	E: 102	F: 105	G: 101	H: 103	I: 104
> Cc1nc2sc(C(=O)Nc3ccccc3)c(N)c2cc1C(=O)/C=C/c1ccccc1
  A: -27*	B: -81*	C: -67*	D: -14*	E: -38*	F: -32*	G: -41*	H: 18	I: -42*
> CC(C)(Cc1ccc(Cl)cc1)NC(N)=O
  A: 102	B: 115	C: 99	D: 90	E: 94	F: 102	G: 99	H: 95	I: 102
> CN(C)c1cccc2c(S(=O)(=O)Nc3cccc(-c4csc(NC(=O)CCCCCN5CCN(c6ccc7c(c6)C(=O)N(C6CCC(=O)NC6=O)C7=O)CC5)n4)c3)cccc12 (stereo not given)
  A: 92	B: 114	C: 104	D: 78	E: 108	F: 91	G: 99	H: 97	I: 103
> N#Cc1ccc(-c2nn3c(-c4ccccc4)nnc3s2)cc1
  A: 95	B: 106	C: 99	D: 114	E: 106	F: 98	G: 97	H: 101	I: 105
> O=C(Nc1ccc(O)cc1)c1ccccc1O
  A: 100	B: 101	C: 103	D: 104	E: 100	F: 102	G: 106	H: 99	I: 102
> CCN(CC)C(=S)SC(SC(=S)N(CC)CC)C(=O)c1nnn(-c2ccc(Cl)cc2)c1C
  A: 107	B: 110	C: 95	D: 113	E: 101	F: 99	G: 100	H: 103	I: 94
> Brc1ccc(Nc2c(-c3c[nH]c4ccccc34)nc3sc4ccccc4n23)cc1
  A: 101	B: 101	C: 103	D: 88	E: 100	F: 100	G: 94	H: 98	I: 95
> N#CC(=Nc1ccccc1)Nc1ccccc1
  A: 103	B: 108	C: 101	D: .	E: 112	F: 99	G: 110	H: 103	I: 109
> CC(=O)c1ccc(NC(=O)CN2CCN(c3cc(=O)[nH]c4ccc(F)cc34)CC2)cc1
  A: 100	B: 107	C: 97	D: 83	E: 108	F: 93	G: 91	H: 107	I: 104
> CCOC(=O)c1c(NCC(=O)Nc2ccc(Cl)cc2)sc(C(C)=O)c1C
  A: 103	B: 107	C: 95	D: 90	E: 120	F: 99	G: 102	H: 91	I: 106
> O=c1[nH]c(COc2ccc(F)cc2)nc2sc3c(c12)CCC3
  A: 99	B: 112	C: 97	D: 107	E: 99	F: 101	G: 107	H: 82	I: 97
> COc1cc(C2CC(c3ccc(Cl)cc3)=NN2C=O)ccc1OS(=O)(=O)c1ccc(C)cc1 (stereo not given)
  A: 90	B: 104	C: 81	D: 91	E: 87	F: 90	G: 87	H: 87	I: 93
> CCCCCCCCCCCC(=O)Nc1ccc(N(CC)CC)cc1
  A: 106	B: 95	C: 95	D: 96	E: 101	F: 91	G: 94	H: 103	I: 102
> O=C(O)C1(Nc2ccc(Br)cc2)C=C(c2ccccc2)C(O)(c2ccccc2)C1 (stereo not given)
  A: 106	B: 82	C: 41	D: 86	E: 66	F: 74	G: 81	H: 40	I: 68

Labels used below: A = SF-539; B = HCC-2998; C = HCT-116; D = SNB-75; E = SW-620; F = HCT-15; G = SNB-19; H = SF-295; I = KM12
> CCNC(=O)N1N=C(c2ccc(N)cc2)c2cc3c(cc2CC1=O)OCO3
  A: 109	B: 109	C: 98	D: 76	E: 106	F: 104	G: 100	H: 101	I: 99
> CCn1cc(C(=O)O)c(=O)c2cc(F)c(N3CCN(CCC(=O)Nc4ccc(/C(C)=N/O)cc4)CC3)cc21
  A: 104	B: 93	C: 93	D: 92	E: 99	F: 107	G: 102	H: 101	I: 98
> COc1ccc(Cn2c(-c3ccccc3)cc3c2-c2oncc2CC3)cc1
  A: 100	B: 108	C: 85	D: 85	E: 101	F: 99	G: 94	H: .	I: 102
> O=C(/C=C/c1ccccc1Cl)c1cccc(OCCCCOc2cccc(C(=O)/C=C/c3ccccc3Cl)c2)c1
  A: 101	B: 104	C: 50	D: 86	E: 99	F: 103	G: 100	H: 104	I: 101
> Cc1ccc(NC(=O)Cn2c(Br)nc3c2c(=O)n(C)c(=O)n3C)cc1
  A: 1.5*	B: 84	C: -22*	D: 5.6*	E: 30	F: 46	G: 51	H: 0.9*	I: 64
> Cc1cc(C)n(-c2nc(-c3ccc(Cl)cc3)c(C#N)c(N3CCOCC3)n2)n1
  A: 84	B: 96	C: 83	D: 60	E: 91	F: 93	G: 86	H: 93	I: 99
> CCN(CC)CCCCCNc1cc(OC(=O)c2ccccc2)cc2cccnc12
  A: 150	B: 104	C: 44	D: 71	E: 81	F: 79	G: 101	H: 110	I: 81
> COc1ccc(-c2cc(-c3nc4cc(Cl)c(Cl)cc4[nH]3)[nH]n2)cc1
  A: 78	B: 96	C: 76	D: 72	E: 72	F: 80	G: 82	H: .	I: 49
> COc1ccc(-c2[nH]c(=S)[nH]c(=O)c2C#N)cc1
  A: 104&105	B: 92&100	C: 102&103	D: 81&91	E: 98&105	F: 97&104	G: 98&100	H: 93&101	I: 106&111
> COc1cc(/C=C/C(=O)c2ccc(F)cc2)ccc1Oc1nc(NCCO)nc(N2CCOCC2)n1
  A: 88	B: 103	C: 11	D: 92	E: 0.8*	F: 39	G: 69	H: 93	I: 27
> Cn1c(=O)c2cc(C(=O)NCCCN3CCCCCC3)sc2c2ccccc21
  A: 105	B: 118	C: 75	D: 100	E: 78	F: 97	G: 103	H: .	I: 94
> CNC(=O)c1cc(Oc2ccc(CC(=O)Nc3cc(C(C)(C)C)cn3C)cc2)ccn1
  A: 68	B: 103	C: 54	D: 52	E: 105	F: 94	G: 70	H: 45	I: 86
> CCNCc1ccccc1
  A: 102	B: 100	C: 98	D: 102	E: 108	F: 112	G: 109	H: 105	I: 100
> N#CC(C#N)=c1[nH]c(=O)/c(=C/c2ccccc2)s1
  A: 97	B: 110	C: 102	D: 92	E: 102	F: 96	G: 97	H: 131	I: 117
> CCOC(=O)/C(C#N)=C/c1cccc(F)c1
  A: 89	B: 110	C: 102	D: 94	E: 114	F: 102	G: 116	H: 103	I: 104

Labels used below: A = SF-539; B = HCC-2998; C = HCT-116; D = SNB-75; E = SW-620; F = HCT-15; G = SNB-19; H = SF-295; I = KM12
> CN(C)CCOC(=O)COc1ccc(Cl)cc1
  A: 103	B: 104	C: 112	D: 115	E: 99	F: 106	G: 108	H: 94	I: 99
> C[C@]1(CO)O[C@@H](n2cc(F)c(N)nc2=O)C[C@@H]1OCc1ccccc1
  A: 101	B: 60	C: 96	D: 88	E: 107	F: 102	G: 106	H: 95	I: 103
> Clc1nc2ccccc2cc1Cn1nnnc1Cc1ccccc1
  A: 92	B: 83	C: 83	D: 81	E: 103	F: 92	G: 97	H: 94	I: 91
> COc1cc2cc(C(=O)Nc3ccccc3)c(N)nc2cc1OC
  A: 34	B: -83*	C: -80*	D: 16	E: -68*	F: 2.3*	G: 21	H: .	I: -52*
> COc1ccc(/C=N\NC(=S)Nc2ccc(F)cc2)cc1OC
  A: 98&93	B: 102&102	C: 91&108	D: 88&89	E: 101&111	F: 90&98	G: 98&103	H: 99&111	I: 96&115
> Cc1c(Cc2cc(C(C)(C)C)c(O)c(C(C)(C)C)c2)c(C)c(Cc2cc(C(C)(C)C)c(O)c(C(C)(C)C)c2)c(C)c1Cc1cc(C(C)(C)C)c(O)c(C(C)(C)C)c1
  A: 98	B: 106	C: 103	D: 99	E: 102	F: 101	G: 100	H: 95	I: 102
> N#Cc1c(-c2ccccn2)[nH]c(=S)[nH]c1=O
  A: 97	B: 106	C: 95	D: 105	E: 105	F: 97	G: 126	H: 99	I: 102
> Nc1nc(F)nc2c1ncn2[C@@H]1O[C@H](COP(=O)(O)O)[C@@H](O)[C@@H]1O
  A: 98	B: 75	C: 68	D: 93	E: 96	F: 97	G: 64	H: 93	I: 107
> Nc1cc(C(=O)O)[nH]c(=S)n1
  A: 104	B: 95	C: 100	D: 91	E: 101	F: 101	G: 98	H: 101	I: 99
> c1ccc(-c2cn3ccnc3c(-c3ccc4c(c3)ncn4C3CCCCC3)n2)cc1
  A: 98	B: 105	C: 96	D: 94	E: 110	F: 81	G: 98	H: 101	I: 94
> CCCCc1ccc(C#N)nc1
  A: 101	B: 111	C: 104	D: 84	E: 108	F: 98	G: 103	H: 102	I: 106
> Clc1ccc(SCN2CCCCC2)cc1
  A: 99	B: 107	C: 96	D: .	E: 101	F: 104	G: 99	H: 101	I: 103
> C(=C\c1c[nH]c2ccccc12)/c1nccc2ccccc12
  A: 93	B: 97	C: 74	D: 63	E: 84	F: 72	G: 91	H: 82	I: 81
> CCOC=Nc1nc2c(N=Nc3ccc(OC)cc3)c(N)nn2c(-c2ccc(OC)c(OC)c2)c1C#N
  A: 80	B: 109	C: 78	D: 95	E: 97	F: 97	G: 99	H: 101	I: 86
> COc1cc(C2CC(c3cc(Cl)c(C)cc3O)=NN2c2ccc(S(N)(=O)=O)cc2)cc(OC)c1OC (stereo not given)
  A: 2.6*	B: -21*	C: -14*	D: 46	E: 19	F: 17	G: 49	H: 22	I: 2.1*

4 entries drawn at random from those above:
Labels used below: A = SF-539; B = HCC-2998; C = HCT-116; D = SNB-75; E = SW-620; F = HCT-15; G = SNB-19; H = SF-295; I = KM12
> Brc1ccc(Nc2c(-c3c[nH]c4ccccc34)nc3sc4ccccc4n23)cc1
  A: 101	B: 101	C: 103	D: 88	E: 100	F: 100	G: 94	H: 98	I: 95
> COc1cc(C2CC(c3cc(Cl)c(C)cc3O)=NN2c2ccc(S(N)(=O)=O)cc2)cc(OC)c1OC (stereo not given)
  A: 2.6*	B: -21*	C: -14*	D: 46	E: 19	F: 17	G: 49	H: 22	I: 2.1*
> COc1cc(/C=C/C(=O)c2ccc(F)cc2)ccc1Oc1nc(NCCO)nc(N2CCOCC2)n1
  A: 88	B: 103	C: 11	D: 92	E: 0.8*	F: 39	G: 69	H: 93	I: 27
> O=C(Nc1ccc(O)cc1)c1ccccc1O
  A: 100	B: 101	C: 103	D: 104	E: 100	F: 102	G: 106	H: 99	I: 102

Following part
Labels used below: A = SF-539; B = HCC-2998; C = HCT-116; D = SNB-75; E = SW-620; F = HCT-15; G = SNB-19; H = SF-295; I = KM12
> O=C(CI)NC(Cc1ccccc1)C(=O)O (stereo not given)
  A: 105	B: 101	C: 108	D: 101	E: 120	F: 108	G: 101	H: 104	I: 102
> Nc1ccc(Cl)c2c(=O)c3ccccc3[nH]c12
  A: 83	B: 89	C: 85	D: 84	E: 86	F: 83	G: 89	H: 76	I: 90
> CCN(CC)C1CCC(N)CC1 (stereo not given)
  A: 99&110	B: 110&112	C: 98&102	D: 91&101	E: 102&105	F: 103&104	G: 101&96	H: 103&102	I: 104&100
> Cc1ccc(C(=O)CSc2nc3ccccc3c(=O)n2C)cc1
  A: 93	B: 113	C: 89	D: 75	E: 99	F: 94	G: 95	H: 89	I: 87
> O=C(Cn1nncc1CN1C(=O)CSC1=O)Nc1cccc2ccccc12
  A: 100	B: 105	C: 99	D: 102	E: 101	F: 103	G: 100	H: 96	I: 107
> CC(C)C(/C=C/c1ccccc1)=N\NS(=O)(=O)c1ccccc1
  A: 107	B: 99	C: 98	D: 89	E: 116	F: 107	G: 103	H: 78	I: .
> COc1ccc(OC)c(/C=N/NC(=O)c2ccc3nc(-c4ccc(Cl)cc4)[nH]c3c2)c1
  A: 55	B: 85	C: 57	D: 73	E: 92	F: 42	G: 54	H: 48	I: 77
> Cc1ccc(NC(=O)COC(=O)c2ccc(S(=O)(=O)N3CCCCCC3)cc2)cc1
  A: 105	B: 92	C: 103	D: 95	E: 107	F: 105	G: 33	H: 89	I: 98
> O=C(Nc1ccncc1)C(=O)c1cn(S(=O)(=O)c2ccccc2F)c2ccccc12
  A: 6.9*	B: 57	C: 20	D: .	E: 16	F: 32	G: 61	H: 22	I: 19
> CN(C(=O)Nc1cccc2c(NC(=O)N(C)C3CCCCC3)cccc12)C1CCCCC1
  A: 91	B: 105	C: 101	D: 26	E: 102	F: 98	G: 122	H: 107	I: 101
> COc1ccc(C(=O)CCC(=O)O)cc1OC
  A: 109	B: 94	C: 114	D: 95	E: 109	F: 102	G: 101	H: 100	I: 102
> Cc1nn(-c2ccccc2Br)c(C)c1C(=O)Nc1ccc2ccccc2n1
  A: 45	B: 74	C: 27	D: 68	E: 42	F: 33	G: 53	H: 43	I: 48
> Cc1cc(O)c(C(C)C)cc1N=Cc1ccc(Cl)c(Cl)c1
  A: 99	B: 106	C: 80	D: 93	E: 104	F: 97	G: 107	H: 100	I: 99

As entered above.
Reading for O=C(Nc1ccncc1)C(=O)c1cn(S(=O)(=O)c2ccccc2F)c2ccccc12 in KM12: 19
Reading for CN(C(=O)Nc1cccc2c(NC(=O)N(C)C3CCCCC3)cccc12)C1CCCCC1 in SF-539: 91

From PubChem
